Polio RdRp inh – poliovirus RNA polymerase inhibition | hit rate 0.66% among 150,000 | poliovirus polymerase elongation, fluorescence polarization; stronger effect = lower value | % elongation, % (compound at 16.7 µg/mL) | P03300; in the data active = % elongation below about 90%; also: some results filed as inactive read as strong as hits
Target sequence (P03300 1749-2209 limits assumed): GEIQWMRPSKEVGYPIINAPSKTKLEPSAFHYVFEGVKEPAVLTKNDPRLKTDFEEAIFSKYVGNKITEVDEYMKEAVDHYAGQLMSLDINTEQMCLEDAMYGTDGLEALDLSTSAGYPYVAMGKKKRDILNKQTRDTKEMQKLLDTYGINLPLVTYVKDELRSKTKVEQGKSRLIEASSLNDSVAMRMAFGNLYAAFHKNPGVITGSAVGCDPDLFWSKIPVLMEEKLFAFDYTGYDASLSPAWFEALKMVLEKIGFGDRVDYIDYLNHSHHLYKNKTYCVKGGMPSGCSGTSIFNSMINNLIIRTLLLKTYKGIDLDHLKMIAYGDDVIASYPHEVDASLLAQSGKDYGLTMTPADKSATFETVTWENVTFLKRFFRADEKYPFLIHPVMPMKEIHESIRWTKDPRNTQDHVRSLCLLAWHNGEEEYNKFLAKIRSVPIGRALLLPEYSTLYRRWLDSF
Polio RdRp inh FP z-score – further read-out of Polio RdRp inh, marked with its call; z-score; measured here: FP z-score; hits read low
The depositor's hits bear a star; & = joins results of further samples.

Molecule | Polio RdRp inh | Polio RdRp inh FP z-score
CCOC(=O)c1[nH]c2ccccc2c1NC(=O)c1ccc(S(=O)(=O)N2CCCC2)cc1 | 103 | 0.4
Cc1ccc(-n2ncc(C(=O)NCCN3CCc4ccccc4C3)c2C2CCN(C(=O)OC(C)(C)C)CC2)c(C)c1 | 101 | -1.1
O=C(Nc1ccccc1Cl)NC1(C(=O)N2CCCCC2)CCCCC1 | 100 | -0.4
O=C(CSc1n[nH]c(=O)n1Cc1ccccc1)c1ccc(S(=O)(=O)N2CCCC2)cc1 | 105 | 0.2
CSc1nc2c(c(=O)[nH]1)C(c1cccc(F)c1F)CC(=O)N2 (configuration not stated) | 109 | 0.5
O=C(O)CSc1ncnc2sccc12 | 100 | -0.1
COc1ccc(C(=O)NCCn2cc(SCC(=O)Nc3ccc(F)cc3)c3ccccc32)cc1 | 104 | -0.3
CCC1C(=O)N=C(SCC(=O)Nc2ccc(Br)cn2)NC1=O (configuration not stated) | 101 | -0.2
COC(CNC(=O)c1cn(C)c2ccc(S(=O)(=O)N3CCCC3)cc2c1=O)OC | 101 | 0.3
CC1CCCCC1NS(=O)(=O)c1ccc2c(c1)CC(=O)N2C (configuration not stated) | 100 | -0.5
CCOc1ccc(CNC(=O)c2ccc3nc(C(C)C)oc3c2)cc1 | 109 | 0.5
CCc1c(CN2CCN(c3cccc(C)c3)C(C)C2)csc1C (configuration not stated) | 104 | -0.6

Quoted at random: 6 entries already listed, in no set order.
Molecule | Polio RdRp inh | Polio RdRp inh FP z-score
COC(CNC(=O)c1cn(C)c2ccc(S(=O)(=O)N3CCCC3)cc2c1=O)OC | 101 | 0.3
O=C(CSc1n[nH]c(=O)n1Cc1ccccc1)c1ccc(S(=O)(=O)N2CCCC2)cc1 | 105 | 0.2
CCC1C(=O)N=C(SCC(=O)Nc2ccc(Br)cn2)NC1=O (configuration not stated) | 101 | -0.2
O=C(O)CSc1ncnc2sccc12 | 100 | -0.1
CCOC(=O)c1[nH]c2ccccc2c1NC(=O)c1ccc(S(=O)(=O)N2CCCC2)cc1 | 103 | 0.4
COc1ccc(C(=O)NCCn2cc(SCC(=O)Nc3ccc(F)cc3)c3ccccc32)cc1 | 104 | -0.3

Next part.
Molecule | Polio RdRp inh | Polio RdRp inh FP z-score
COc1ccc(CN2C(=O)c3cccnc3C2=O)cc1S(=O)(=O)N(CC(C)C)CC(C)C | 104 | 0.4
O=C(c1cnn2c3c(cnc12)CCCCC3)N1CCCCC1 | 98 | -1.5
CC(NC(=O)c1ccco1)C(=O)OCc1cccc(Cl)c1 (configuration not stated) | 109 | 0.7
CCc1ccc2oc(C(=O)NCC(c3ccc(OC)cc3)N3CCCCC3)c(C)c2c1 (configuration not stated) | 100 | -1.5
CCC(=O)Nc1ccc(C(=O)CSc2nc3ccccc3n2CCC#N)cc1 | 102 | -0.1
CC1CCCN(CCCNC(=O)Cn2ncc3c([nH]c4ccccc43)c2=O)C1 (configuration not stated) | 115 | 1.9
Cc1ccc(Cn2c(C(=O)Nc3cccc(Cl)c3)cc3sccc32)cc1 | 104 | -0.2
COc1ccc(/C(O)=C(/C#N)c2nc3ccccc3c(=O)[nH]2)cc1 | 101 | -0.2
Cc1ccc(N(CC(=O)NCCSc2ccccc2)S(=O)(=O)c2ccc(F)cc2)cc1 | 108 | 0.9
CSc1ccccc1C(=O)NC1CC(C)(C)NC(C)(C)C1 | 101 | -0.6
CCOc1cc(CCC(=O)O)on1 | 101 | -0.2
COc1ccc(C(=O)N2CCC(C(=O)Nc3ccc(OC)cc3OC)CC2)cc1 | 104 | -0.2

Part of the list above in another layout:
> CCC(=O)Nc1ccc(C(=O)CSc2nc3ccccc3n2CCC#N)cc1
  Polio RdRp inh = 102; Polio RdRp inh FP z-score = -0.1
> COc1ccc(C(=O)N2CCC(C(=O)Nc3ccc(OC)cc3OC)CC2)cc1
  Polio RdRp inh = 104; Polio RdRp inh FP z-score = -0.2

Remaining list, next part.
Molecule | Polio RdRp inh | Polio RdRp inh FP z-score
O=C(O)c1ccc2nsnc2c1 | 96 | -0.7
COCCn1c(C)cc(C(=O)COC(=O)c2cc3c(s2)CCCCC3)c1C | 100 | -0.4
CCc1ccc(NC(=O)c2oc3c(c2C)-c2[nH]ncc2CC3)cc1 | 107 | 0
CCOC(=O)c1nc(N2CCN(c3ccc(F)cc3)CC2)c2c(C)noc2n1 | 106 | -0.2
CC1CCC(C(C)C)C(OC(=O)NC(=O)C(F)(F)F)C1 (configuration not stated) | 102 | 0.1
CCCn1c2ccccc2c2cnn(CC(=O)NCCc3ccc(OC)cc3OC)c(=O)c21 | 107 | 0
O=C(NC(OCc1ccccc1)C(=O)c1ccccc1)c1ccccc1 (configuration not stated) | 100 | -0.1
CC1=Nn2c(nc3sc(-c4ccccc4)cc3c2=O)SC1 | 101 | 0
Nc1cc(=O)[nH]c(=S)n1-c1ccc(Cl)cc1 | 102 | 0.4
Cc1[nH]c(=O)[nH]c(=O)c1S(=O)(=O)N1CCN(c2ccccc2)CC1 | 102 | 0.1
COc1ccc(C(=O)NCCc2cc3c(OC)ccc(OC)c3[nH]c2=O)cc1 | 100 | -0.7
CC(C)N(c1ccccc1)c1ccc(NC(=O)C2CCC2)cc1 | 99 | -0.5
COC(=O)CN(c1cccc2ccccc12)S(C)(=O)=O | 103 | 0.4
CSc1ncc(C(=O)Nc2ccccc2N2CCN(C)CC2)n1-c1ccccc1 | 98 | -0.4
Cc1[nH]c(=O)[nH]c(=O)c1NC(=O)c1ccccc1 | 100 | -0.3
O=C(O)c1ccccc1SCC(=O)N1CCN(Cc2ccccc2)CC1 | 108 | 0.5
CC1=NCCN1CCNC(=O)Nc1ccc(C(C)(C)C)cc1 | 110 | 0.8
Clc1cccc(CNNc2nc(N3CCCCC3)nc(N3CCCCC3)n2)c1 | 101 | -0.1
O=C(NC1CCS(=O)(=O)C1)c1ccccc1Cl (configuration not stated) | 104 | 0.3
Cn1c(-n2cccc2)c(-c2c(-c3ccc(F)cc3)[nH]c3c2c(=O)n(C)c(=O)n3C)c(=O)n(C)c1=O | 105 | -0.1
Cc1ccc(CNC(=O)c2cc3sccc3n2C)cc1 | 107 | 2.7
Cc1ccc2c(=O)cc(C(=O)N(Cc3ccccc3)Cc3ccco3)oc2c1 | 103 | 0.2
NC(=O)c1ccc(NC(=O)C2CCCCC2)cc1 | 103 | 0.2
Cc1c(C2=CCN(S(=O)(=O)c3ccc(Br)cc3)CC2)c2ccccc2n1CC(=O)N1CCCC1 | 102 | -0.3
CS(=O)(=O)NN1C(=O)c2ccccc2NC12CCCCC2 | 101 | -0.3
COc1cc(OC)cc(-c2cc3nc(C)c(CCC(=O)NCc4ccccc4)c(C)n3n2)c1 | 110 | 1.4
CC12CC3CC(C1)CC(C(=O)O)(C3)C2 | 105 | 0.6
C#CCN1CCc2cc(OC)c(OC)cc2C1C (configuration not stated) | 100 | -0.4
COc1ccc(-c2noc(CCC(=O)NCc3ccc(OC)cc3OC)n2)cc1 | 112 | -0.1
Cc1ccc2oc(=O)c3cc(C(=O)N4CCN(C)CC4)sc3c2c1 | 102 | 0.4
Cc1cc(NC(=O)CN(C)Cc2c(C)nn(-c3ccccc3)c2C)no1 | 102 | 0.3
Cn1nc(C(=O)N2CCOCC2)c2ccccc2c1=O | 103 | 0.8
COc1ccc(CCN=C(C)c2c(O)cc(C)oc2=O)cc1 | 102 | -0.1
O=C(CSc1nnc(CNC(=O)c2ccco2)n1-c1cccc(C(F)(F)F)c1)Nc1ccc(F)cc1 | 102 | 0.8
O=C(Nc1cccc(Cl)c1Cl)c1cc2nc(-c3ccc4c(c3)OCO4)cc(C(F)(F)F)n2n1 | 105 | 0
O=C(COC(=O)C1(c2ccccc2F)CCCC1)NCc1ccccc1 | 99 | -1
N#CC(C#N)=C1C=C(c2ccc(O)cc2)Oc2ccccc21 | 104 | 0.3
Cc1c(C(=O)NC2CCS(=O)(=O)C2)oc2ccccc12 (configuration not stated) | 102 | -0.1
CCOC(=O)c1c(NC(=O)c2cc(-c3ccccc3)on2)sc2c1CCCC2 | 104 | 0.2
CSCC(C(=O)O)N1C(=O)c2ccc(C(=O)O)cc2C1=O (configuration not stated) | 100 | -0.1
CCC1CCCCN1C(=O)COC(=O)c1ccc(O)cc1 (configuration not stated) | 104 | 1.1
CCOc1ccc(C(=O)Cn2c(=O)n3nc(CCn4nc(C)cc4C)nc3c3cc(OC)c(OC)cc32)cc1 | 104 | -0.6
O=C(COC(=O)c1ccccc1)NC1CC1 | 101 | -0.3
COc1ccccc1NC(=O)CCC(=O)N1CCSc2ccccc21 | 100 | -0.8
COc1ccc(CNC(=O)CC2Oc3ccc(C)cc3NC2=O)cc1 (configuration not stated) | 104 | 0
O=C(Nc1ccc(F)cc1)N1CCN(C(=O)c2nsc3ccccc23)CC1 | 104 | -0.9
COc1ccc(Cl)cc1N(C)C(=O)Cn1cnc2sc(C)c(S(=O)(=O)N3CCN(c4ncccn4)CC3)c2c1=O | 105 | 0.3
COc1ccccc1/C=C/c1nc2ccccc2n1C(C)C | 103 | -0.5
COc1ccc(C(=O)Cc2nc3ccccc3[nH]2)cc1OC | 103 | 0.1
CC1Sc2ccccc2NC(=O)C1C (configuration not stated) | 103 | 0.3
COc1ccc(N2CC(NC(=O)N(CCO)Cc3ccccc3)CC2=O)cc1 (configuration not stated) | 101 | -0.1
O=C1c2ccccc2C(=O)N1CSc1nc2ccccc2s1 | 100 | -0.4
CC(=O)N1CCCc2cc(S(=O)(=O)N3CCN(c4ccc(F)cc4)CC3)ccc21 | 104 | -0.7
O=C(Nc1nnc(C2CC2)s1)c1ccc2ncsc2c1 | 104 | -0.3
CNC(=O)NNc1ccc(-c2csnn2)cc1 | 103 | 0.5
COC(=O)c1c(C)oc2ccc(N(C(=O)c3ccncc3)S(=O)(=O)c3cc(C)c(C)cc3C)cc12 | 99 | -1.7
O=C(CC(c1ccc(Cl)cc1)C1CCCCC1=O)c1ccc(Br)cc1 (configuration not stated) | 107 | 0.4
Cc1cc2ncn(S(=O)(=O)N3CCOCC3)c2cc1C | 103 | 0.3
COc1ccc(C2NC(=O)c3c(sc4c3CCC4)N2)cc1 (configuration not stated) | 99 | -0.4
CCN(Cc1ccncc1)C(=O)C(CO)c1ccccc1 (configuration not stated) | 103&101 | 1&0.3

(continued)
Molecule | Polio RdRp inh | Polio RdRp inh FP z-score
CCOC(=O)C1C2C=CC3(CN(C4CCCC4)C(=O)C13)O2 (configuration not stated) | 103 | -0.1
CCc1ccc(-c2nc(SCC(=O)NCC3CCCO3)c(-c3ccc(F)cc3)[nH]2)cc1 (configuration not stated) | 118 | 1.5
O=C1/C(=C/c2ccc(-c3ccccc3Cl)o2)SC(=S)N1CC1CCCO1 (configuration not stated) | 145 | 5.1
CN(C(=S)NCCc1ccccc1)C1CCCCC1 | 108 | 0.6
CN(C)C(CNC(=O)C1(c2ccccc2)CC1)c1ccco1 (configuration not stated) | 109 | 0.9
CCC(=O)N1N=C(c2ccccc2)CC1c1cc2cc(OC)ccc2nc1Cl (configuration not stated) | 105 | 0.8
COC(=O)COc1ccc(S(=O)(=O)Nc2ccc(OC)cc2)cc1C | 101 | 0.2
COc1cc2c(cc1OC)C(COc1ccc3c(C)cc(=O)oc3c1)N(C(=O)Cc1ccc(F)cc1)CC2 (configuration not stated) | 106 | 0.3
COc1cc(C(=O)OC2CSCC2NC(=O)c2ccccc2)cc(OC)c1OC (configuration not stated) | 106 | 0.3
COc1ccc2cc(C(=O)Nc3ccc(O)cc3)sc(=O)c2c1OC | 104 | 0.4
CCc1cccc(CC)c1NC(=O)CSc1ncn[nH]1 | 102 | 0.5
O=C(Cc1cccs1)N1CCC(Cc2ccccc2)CC1 | 101 | -0.2

Complete entries, looked up by structure.
`COC(=O)COc1ccc(S(=O)(=O)Nc2ccc(OC)cc2)cc1C` as listed: Polio RdRp inh = 101; Polio RdRp inh FP z-score = 0.2
`CN(C(=S)NCCc1ccccc1)C1CCCCC1` as listed: Polio RdRp inh = 108; Polio RdRp inh FP z-score = 0.6
`CCc1cccc(CC)c1NC(=O)CSc1ncn[nH]1` as listed: Polio RdRp inh = 102; Polio RdRp inh FP z-score = 0.5

Additional results follow.
Molecule | Polio RdRp inh | Polio RdRp inh FP z-score
CCOc1ccc(NC(=O)c2cn(C3CCCCC3)c(=O)c3c2c2ccccc2n3C)cc1 | 115 | 0.8
COc1ccccc1NC(C)=O | 101 | 0.4
CCCNC(=O)Cn1nc(C(F)(F)F)cc1C | 103 | 0.2
CCOC(=O)c1cc(C#N)c(C)nc1N1CCN(S(=O)(=O)c2ccccc2)CC1 | 104 | -0.2
CCOC(=O)c1cccc(NC(=O)CC2C(=O)N(c3ccc(Cl)cc3)C(=O)N2C2CCCC2)c1 (configuration not stated) | 103 | -1.2
Cc1cc(N2CC34C=CC(O3)C(C(=O)O)C4C2=O)no1 (configuration not stated) | 102 | 0.4
CCOC(=O)c1c(S(=O)(=O)N2CCC(C(=O)N3CCN(c4cccc(C)c4C)CC3)CC2)c(C)n(C)c1C | 105 | -0.2
O=c1[nH]nc(SCc2cccc(Oc3ccccc3)c2)c(=O)[nH]1 | 99 | -0.1
CS(=O)(=O)Nc1ccc2c(c1)OCO2 | 105 | 1.1
O=C(COc1ccccc1F)N1CCN(Cc2cc(=O)n3nc(-c4ccccc4Cl)sc3n2)CC1 | 106 | -0.4
CCc1ccc(OCC(=O)N2CCc3ccccc32)cc1 | 104 | -0.1
O=C(c1ccc(Br)cc1)c1cc2ccccc2o1 | 102 | 0.9
CC(C(=O)Nc1ccc(S(=O)(=O)N2CCCC2)cc1)N1CCN(c2ccccc2O)CC1 (configuration not stated) | 97 | -0.1
CC1(C(=O)NC2CCCCC2)CCC(=O)N1CCc1ccccc1 (configuration not stated) | 103 | -0.1
CCCCN(CCCC)CCNC(=O)c1cc(-c2cccnc2)nc2ccc(S(=O)(=O)N3CCC(C)CC3)cc12 | 108 | 0.4
COC(=O)c1cc(C)sc1NC(=S)NCCn1cc(Cl)cn1 | 101 | 0.6
CCOc1ccccc1NC(=O)C1CCCN(S(=O)(=O)c2ccc3c(c2)CCCN3C(C)=O)C1 (configuration not stated) | 109 | 0.3
O=C1CCCC1Sc1nnnn1-c1ccccc1 (configuration not stated) | 102 | -0.1
COc1ccc(-c2cc(-c3ccc(C)cc3)nc3c2COc2ccccc2-3)cc1 | 106 | 0.2
Clc1ccc(NCc2nnc(-c3ccccc3)o2)cc1 | 102 | 0.2
Cc1ccc2nc(-c3ccc(O)cc3)c(Nc3ccc(Cl)cc3)n2c1 | 102 | -0.8

Source: PubChem BioAssay (ICCB-Longwood Screening Facility, Harvard Medical School)

An excerpt, so the mix of outcomes need not match the whole.
